Screens from PubChem BioAssay.
APP 5UTR inh = inhibitors of APP translation via 5'UTR reporter, primary screen, APP 5'UTR luciferase, SH-SY5Y cells. SH-SY5Y APP 5'UTR-luciferase reporter, luminescence. AID 1285, 2008. 0.82% of 190,000 active. inhibition, % at 2 µM;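 active means inhibition above a set limit, derived from the sample mean plus 3 SD, cut at about 45% in these data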; further: values of inactives mirror those of a sister screen read the other way
ROMK primary = ROMK potassium channel modulators, primary screen, cell-based, thallium flux, MLSMR library; Tet-inducible ROMK, thallium flux fluorescence; actives lie on both sides; B-score at 10 µM; 2% of 130,000 active;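 active means signal ratio slope over the read window, or its plate-corrected B-score, at least 3 SD from the plate mean, either direction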;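 further: B-score of the F/F0 ratio slope over 7 to 12 s after thallium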
Target sequence (P48048 whole entry, looked up): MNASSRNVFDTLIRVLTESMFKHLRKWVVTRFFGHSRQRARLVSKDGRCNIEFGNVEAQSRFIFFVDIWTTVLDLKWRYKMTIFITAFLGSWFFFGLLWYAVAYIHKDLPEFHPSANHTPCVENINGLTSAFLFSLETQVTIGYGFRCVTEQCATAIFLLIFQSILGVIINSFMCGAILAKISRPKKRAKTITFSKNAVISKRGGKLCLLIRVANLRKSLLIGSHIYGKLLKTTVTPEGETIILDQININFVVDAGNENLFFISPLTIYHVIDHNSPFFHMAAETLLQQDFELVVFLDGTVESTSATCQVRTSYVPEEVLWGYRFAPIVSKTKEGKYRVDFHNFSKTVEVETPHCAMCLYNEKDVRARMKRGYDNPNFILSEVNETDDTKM
FLuc stim CS = FLuc activators, initial screening, artefact control for FLuc-dependent activation tests, biochemical, ATPlite luminescence | ATPlite luciferase biochemical, 10 min; 0 = ATP-free wells, 1 = DMSO control | activation factor at 10 µM | 200,000 tested, under 10 active | AID 1027, 2008;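 active means luciferase activation factor, scaled between plate controls, of at least 2 with compound at 10 µM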
Target sequence (P08659 whole entry, looked up): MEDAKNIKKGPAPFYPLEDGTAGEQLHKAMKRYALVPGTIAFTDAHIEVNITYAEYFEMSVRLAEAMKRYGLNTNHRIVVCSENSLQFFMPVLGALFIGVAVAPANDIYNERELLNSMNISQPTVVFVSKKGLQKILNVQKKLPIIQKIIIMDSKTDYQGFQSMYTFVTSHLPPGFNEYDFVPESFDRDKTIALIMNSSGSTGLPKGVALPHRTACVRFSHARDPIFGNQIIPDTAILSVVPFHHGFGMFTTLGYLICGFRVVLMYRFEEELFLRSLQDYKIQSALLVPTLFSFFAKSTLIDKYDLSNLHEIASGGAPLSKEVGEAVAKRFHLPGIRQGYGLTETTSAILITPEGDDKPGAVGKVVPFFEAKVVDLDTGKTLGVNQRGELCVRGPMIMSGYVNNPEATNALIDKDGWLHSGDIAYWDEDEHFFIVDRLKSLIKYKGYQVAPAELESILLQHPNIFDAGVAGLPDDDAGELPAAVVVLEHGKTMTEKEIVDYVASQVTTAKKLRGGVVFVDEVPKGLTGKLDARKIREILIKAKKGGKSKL
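Material: Luciferase/luciferin reagent mix | Doses: Test compounds dosed from 2 mM stocks in 100% DMSO | Timing: 10 min incubation after luciferase reagent addition, room temperature | Measured by: Luminescence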
STAT1 blocker = STAT1 signaling inhibitors, primary screen, cell-based, HTS, luciferase reporter; NIH 3T3 STAT1-luciferase reporter, IFN-gamma, luminescence; inhibition, % at 5.5 µM; 0.35% of 200,000 active; AID 920, 2007;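 active means inhibition above a set limit, the mean inhibition across all tested compounds plus 3 SD, cut at about 34% in these data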;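 further: 0% = IFN-gamma with DMSO and 100% = IFN-gamma with 300 µM nifuroxazide; values of inactives mirror those of a sister screen read the other way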
STAT3 act = IL-6 driven STAT3 reporter potentiators, primary screen, U3A cells, luciferase, luminescence, MLSCN library; activation (% of control), % at 5.6 µM; IL-6 STAT3-luciferase reporter; 100% = signal with IL-6 EC80 alone; 0.91% of 190,000 active;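 active means activation above the screen-wide mean of compound activation plus 3 SD, cut at about 130% in these data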;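 further: 0% = background luminescence of wells with medium and substrate only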
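Material: STAT1-lacking human U3A cells, STAT3 luciferase reporter | Benchmarks: IL-6-only wells as 100% reference | Probe or stimulus: IL-6 (33 ng/mL) | Timing: Compound 1 h, then IL-6 6 h at 37 °C | Detection: Luminescence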
STAT3 inh = IL-6 driven STAT3 reporter inhibitors, primary screen, U3A cells, luciferase, luminescence, MLSCN library; IL-6 STAT3-luciferase reporter; host cell line lacks STAT1; AID 862, 2007; inhibition, % at 5.5 µM; 0.89% of 190,000 active;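 active means inhibition above the mean inhibition across all screened compounds plus 3 SD, cut at about 44% in these data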;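 further: 0% = DMSO only wells and 100% = 100 µM nifuroxazide control wells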
APP 5'UTR act = activators of APP 5'UTR luciferase reporter, primary screen, SH-SY5Y cells; activation, % at 2 µM; SH-SY5Y APP 5'UTR luciferase reporter, luminescence; zero percent = DMSO vehicle wells; 1% of 190,000 active;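 active means activation above a set limit, based on mean plus 3 SD of controls, cut at about 140% in these data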; further: values of inactives mirror those of a sister screen read the other way
STAT1 act = STAT1 signaling activators, primary screen, cell-based, HTS, luciferase reporter | AID 932, 2007 | 2.6% of 200,000 active | activation (% of control), % at 5.5 µM | NIH 3T3 STAT1-luciferase reporter, IFN-gamma, luminescence; 100% = IFN-gamma alone, no compound;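 active means activation above the screen-wide mean activation plus 3 SD, cut at about 130% in these data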;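 further: raw ratio to IFN-gamma control signal so 100% means no change and 0% no light; values of inactives mirror those of a sister screen read the other way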
NF-kB expr up = activators of NF-kB expression in neurons, primary screen, cell-based, HTS; AID 1239, 2008; fold change at 12.5 µM; human neuronal cells, NF-kB reporter expression; stronger effect = higher value; 1.6% of 190,000 active; in the data active means fold change above about 3.3
FLuc inhib CS = firefly luciferase enzyme inhibitors, primary screen, artefact control for luciferase-based inhibitor screens, biochemical, luminescence, ATPLite; inhibition, % at 10 µM; Luciferin 4-monooxygenase (Photinus pyralis), P08659; 1.5% of 200,000 active; AID 1006, 2008; 10 min;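 active means inhibition above about 50% when tested at 10 µM, limit read from the data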
* hit, by the source's call; . = not tested or not shown. Compounds as they come; overall some 7.1% were active at least once.

SMILES	APP 5UTR inh	ROMK primary	FLuc stim CS	STAT1 blocker	STAT3 act	STAT3 inh	APP 5'UTR act	STAT1 act	NF-kB expr up	FLuc inhib CS
CCOC(=O)c1[nH]ncc1CN1CCCC(C(=O)c2ccc(OC)c(OC)c2)C1 (configuration not stated)	-1.7	0.0805	1	3.9	97.5	8.6	1.7	96.2	1.35	-2.2
CC(C)[C@@H]1NC(=O)c2cc([N+](=O)[O-])cc(F)c2NCCC[C@@H](C(N)=O)NC(=O)[C@H](CO)NC1=O	3.0	-0.102	1	5.6	97.8	-0.3	-3.0	94.9	1.37	1.2
CC(C)Oc1cccc(C(=O)C2CCCN(C(=O)CCn3cnnn3)C2)c1 (configuration not stated)	-5.0	0.673	1	-5.6	94.9	10.3	5.0	103.6	1.09	-1.5
CC(Oc1cc(-c2ccccc2)cc2ccccc12)C(=O)N1CCOCC1 (configuration not stated)	-3.1	-2.72	1	-1.5	102.0	-2.2	3.1	101.4	0.86	-2.7
O=C(CSc1nnc(Cc2ccccc2)o1)NC1CCCCC1	-10.7	.	1	8.8	95.2	7.8	10.7	91.8	1.31	-4.7
COC(=O)c1sc(S(=O)(=O)Nc2ccc3cn[nH]c3c2)c(C(=O)OC)c1C	-0.6	.	1.1	7.5	147.0*	-46.0	0.6	93.2	0.88	-8.1
COc1ccc(-c2nnc(SCc3cc(C)cc(C)c3)o2)cc1	-3.4	.	1	3.7	89.0	16.5	3.4	96.6	1.15	-3.4
COCCCNC(=O)/C=C/c1ccc(Cl)cc1	2.0	0.509	1	-4.1	99.8	7.9	-2.0	103.7	1.68	4.8
COC(=O)c1cc(NC(=O)Cc2ccccc2[N+](=O)[O-])ccc1Cl	1.1	.	1	7.9	110.7	-10.4	-1.1	93.0	0.9	-1.3
O=c1cc(-c2ccccc2)nc2nc[nH]n12	0.2	-0.635	0.9	-3.0	101.3	5.4	-0.2	102.8	1.09	5.0
C/C=C/c1ccc(OCCCNCC(C)O)c(OC)c1 (configuration not stated)	-20.8	-1.29	1	4.6	98.2	5.3	20.8	93.0	1.36	-1.0
O=C(COc1ccccc1)NCCSCc1ccco1	10.8	.	1	-3.5	97.4	5.1	-10.8	103.3	1.32	-4.8
Cc1nc2cc(C(=O)NCc3ccc4c(c3)OCO4)ccc2n1-c1ccc(Br)cc1	-11.0	0.708	1.1	15.7	103.6	-3.9	11.0	86.0	0.99	-5.6
CCNC(=O)/C(=C/c1cccc([N+](=O)[O-])c1)NC(=O)c1ccc(C)cc1	-8.5	0.131	1.1	2.1	95.7	8.7	8.5	96.3	1.1	-5.2
CCc1nnc(NC(=O)CSc2nc(C)c3c(c2C#N)CCCC3)s1	-59.7	0.689	0.9	0.5	81.0	29.5	59.7	99.5	0.89	12.5
CC1(C)CC(NNCCC#N)=CC(=[N+]2CCCC2)C1	10.4	2.1	1	-8.2	102.6	5.8	-10.4	105.5	1.08	-4.2
CCn1c(-c2ccccc2)csc1=Nc1ccc(O)cc1	-152.3	.	0.8	-72.1	121.8	-19.3	152.3*	162.6*	.	19.0
COc1ccc(NC(=O)C2CCCN2C(=O)NCc2ccccc2)c(OC)c1 (configuration not stated)	9.4	-0.428	1.1	4.0	102.5	1.4	-9.5	96.3	1.01	-5.9
O=c1c2ccccc2nc(SCc2cc(=O)n3ccsc3n2)n1CCCO	-12.9	-0.449	1	4.3	117.2	-13.5	12.9	96.0	0.87	-2.6
CCOC(=O)Cn1cnc2c(nnn2-c2ccc(OC)cc2)c1=O	-1.6	.	1	5.6	104.1	-4.1	1.6	94.9	1.14	-3.6
COC(=O)c1c(NC(=O)c2ccco2)sc2c1CCC2	-1.4	.	1	-3.5	96.6	14.0	1.4	103.1	1.16	-2.3
O=C(CCN1C(=O)COc2ccccc21)NCCC1=CCCCC1	-27.0	.	1	13.8	98.2	8.5	27.0	88.1	0.8	-0.8
Cc1cc(C)c(C#N)c(SCC(=O)Nc2ccc(S(=O)(=O)Nc3onc(C)c3C)cc2)n1	-5.7	.	1.1	6.8	96.0	5.1	5.7	94.5	1.04	-7.2
O=C(CCCn1c(=S)[nH]c2ccccc2c1=O)NC1CCCCC1	-7.0	-0.217	1	-1.0	103.5	0.4	7.0	100.9	0.71	-4.5
CCOC(=O)c1oc2ccccc2c1NC(=O)c1ccc(S(=O)(=O)N(C)C)cc1	-0.4	0.255	1.1	5.0	95.1	9.6	0.4	95.5	1.33	-7.8
CC(NC(=O)CCc1nnc(-c2ccc(-c3ccccc3)cc2)o1)c1nccs1 (configuration not stated)	34.0	0.8	0.9	9.3	76.6	31.9	-34.0	91.2	0.75	7.0
C/C(CC1CC(C)OC1=O)=N\NC(N)=S (configuration not stated)	12.7	0.606	1	-3.5	97.1	2.0	-12.7	103.2	0.87	-1.7
CCN(CC)CC(=O)N1N=C(c2cccs2)CC1c1ccco1 (configuration not stated)	-2.3	-0.721	1	10.9	101.7	-1.7	2.3	89.9	1.23	-0.3
COc1ccc(-n2nc([N+](=O)[O-])c(=NCCc3ccc(C)cc3)n2O)cc1	-7.4	-0.657	1.1	-5.5	103.6	-2.4	7.4	103.7	1.31	-5.8
O=C1N(CC(=O)N2CCc3ccccc32)CCN1Cc1ccc(Cl)cc1	-22.6	-0.036	1	1.3	93.5	8.9	22.6	98.8	0.78	-4.0
CC1Cc2cc(/C(O)=C3/C(=O)C(=O)N(CCCn4ccnc4)C3c3ccncc3)ccc2O1 (configuration not stated)	-11.6	.	1	2.2	104.9	4.1	11.6	97.2	1.04	-3.0
COc1ccc(-c2csc(NC(=O)CC(C)C)n2)cc1	-35.8	.	1	-8.8	91.8	10.9	35.8	108.1	2.06	-0.5
Cn1cc(Br)c(C(=O)NC(=S)Nc2ccc(S(N)(=O)=O)cc2)n1	-12.8	-0.195	1.1	-14.5	96.8	9.1	12.8	113.3	1	-6.5
Cc1ccc(S(=O)(=O)N(CC(=O)NCC2CCCO2)c2cccc([N+](=O)[O-])c2)cc1 (configuration not stated)	-18.0	-0.0898	1	1.0	94.6	11.5	18.0	97.1	0.94	-2.5
COc1ccc(NC(=S)Nc2ccc(S(N)(=O)=O)cc2)c(OC)c1	13.0	-0.601	1.1	-3.2	136.2*	-38.1	-13.0	101.0	1.03	-6.9
CN(C)C(=C(C#N)C#N)N1CCN(c2ccc(Cl)c(Cl)c2)CC1	-6.8	.	1	-5.7	85.4	20.1	6.8	105.1	0.57	-2.7

A few values from the results shown.
APP 5'UTR act, `CCN(CC)CC(=O)N1N=C(c2cccs2)CC1c1ccco1` (configuration not stated) → 2.3
STAT3 inh, `CCOC(=O)c1oc2ccccc2c1NC(=O)c1ccc(S(=O)(=O)N(C)C)cc1` → 9.6
NF-kB expr up, `CN(C)C(=C(C#N)C#N)N1CCN(c2ccc(Cl)c(Cl)c2)CC1` → 0.57
ROMK primary, `Cc1ccc(S(=O)(=O)N(CC(=O)NCC2CCCO2)c2cccc([N+](=O)[O-])c2)cc1` (configuration not stated) → -0.0898
APP 5'UTR act, `O=C1N(CC(=O)N2CCc3ccccc32)CCN1Cc1ccc(Cl)cc1` → 22.6
STAT3 act, `COc1ccc(NC(=S)Nc2ccc(S(N)(=O)=O)cc2)c(OC)c1` → 136.2*

(further entries)
SMILES	APP 5UTR inh	ROMK primary	FLuc stim CS	STAT1 blocker	STAT3 act	STAT3 inh	APP 5'UTR act	STAT1 act	NF-kB expr up	FLuc inhib CS
COC(=O)CSc1nc(C)c(C(C)=O)cc1C#N	-28.9	0.454	1	-5.3	105.5	0.0	28.9	103.8	1.73	-1.0
Cc1cc(Cl)c(S(=O)(=O)NCc2ccccc2)cc1OCC(N)=O	-11.4	1.18	1.1	1.3	105.3	-6.1	11.4	98.8	1.04	-10.8
Nc1c(Cl)cc2c(c1Oc1ccccc1)C(=O)c1ccccc1C2=O	-0.9	0.347	1	-2.0	105.2	0.0	0.9	101.8	1.03	1.1
Cc1[nH]ccc(=O)c1OCc1c(F)cccc1Cl	-41.9	0.519	0.9	-10.5	101.4	-0.1	41.9	107.2	1.11	5.8
CCCOc1c(Br)cc(C2C3=C(CCCC3=O)N(C)C3=C2C(=O)CCC3)cc1OC	8.3	.	1	6.5	99.9	0.1	-8.3	94.2	0.91	-0.3
O=C(Nc1ccc(Cl)cc1)[C@@H]1[C@@H]2C(=O)N(c3ccc4ccccc4c3)C(=O)[C@@H]2[C@H]2C=CC=NN21	7.8	-0.239	1.1	2.6	128.8	-26.4	-7.8	97.5	1.08	-6.7
O=C(O)/C=C\c1cccc(-n2cnnn2)c1	14.7	0.924	1.1	-5.0	99.7	3.1	-14.7	104.4	1.23	-9.8
Cc1ccc(N(C(=O)c2csnn2)C(C(=O)NC(C)(C)C)c2cccnc2)cc1 (configuration not stated)	9.6	0.445	1	-1.3	99.2	4.4	-9.6	99.2	1.26	-2.6
CCn1nc(C)c(CN2CCCC(C(=O)c3cccc(OC(C)C)c3)C2)c1C (configuration not stated)	2.2	-1.6	1	24.5	83.6	24.1	-2.2	76.9	0.87	-4.0
Cn1c(SC2C(=O)CC(C)(C)CC2=O)nnc1-c1ccco1	4.3	.	1.1	2.0	105.2	-1.8	-4.3	96.6	1.35	-6.5
COc1ccccc1NS(=O)(=O)c1cccc(NC(=O)c2sc3ccccc3c2Cl)c1	-10.8	-0.534	1	9.2	83.1	24.1	10.8	90.1	.	2.2
O=C(Nc1ccc(N2CCCC2)cc1)c1ccc([N+](=O)[O-])cc1Cl	10.4	-0.14	1.1	-1.1	83.5	22.3	-10.4	101.0	1.26	-6.5

Two of these compounds in a different format.
compound | APP 5UTR inh | ROMK primary | FLuc stim CS | STAT1 blocker | STAT3 act | STAT3 inh | APP 5'UTR act | STAT1 act | NF-kB expr up | FLuc inhib CS
Cc1ccc(N(C(=O)c2csnn2)C(C(=O)NC(C)(C)C)c2cccnc2)cc1 (configuration not stated) | 9.6 | 0.445 | 1 | -1.3 | 99.2 | 4.4 | -9.6 | 99.2 | 1.26 | -2.6
Cc1[nH]ccc(=O)c1OCc1c(F)cccc1Cl | -41.9 | 0.519 | 0.9 | -10.5 | 101.4 | -0.1 | 41.9 | 107.2 | 1.11 | 5.8

Following part
SMILES	APP 5UTR inh	ROMK primary	FLuc stim CS	STAT1 blocker	STAT3 act	STAT3 inh	APP 5'UTR act	STAT1 act	NF-kB expr up	FLuc inhib CS
COc1ccc(N2C(N)=C(C#N)C(c3cccnc3)C3=C2CC(C)(C)CC3=O)cc1 (configuration not stated)	7.7	0.944	1	-0.9	103.5	-1.0	-7.7	100.8	0.76	-3.2
Cc1cc(C)n2nc(SCCOc3ccc(F)cc3)nc2n1	-0.1	-1.24	1	-11.0	82.5	27.0	0.1	108.1	1.25	-3.0
O=C(NNC(=O)C1CCCCC1)c1ccc(Br)cc1	-8.3	0.353	1	-22.4	97.9	9.1	8.3	119.3	0.91	-3.1
O=C(CSc1nnc(-c2ccncc2)n1Cc1ccco1)OC1CCCCC1	-0.8	0.331	1	-5.9	96.3	6.9	0.8	105.5	0.9	-2.8
